VIM-2 inhibitor – inhibitors of Pseudomonas aeruginosa VIM-2 metallo-beta-lactamase | purified VIM-2, nitrocefin hydrolysis, epi-absorbance fluorescence | inhibition, % at 5.6 µM | hit rate 0.89% among 290,000 | AID 1527;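 active means inhibition above the mean of all tested compounds plus 3 SD, cutoff set per screening run, cut at about 7.5% in these data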;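 further: red hydrolysis product quenches plate fluorescence so inhibitors raise well fluorescence; 0% = enzyme with DMSO and 100% = DMSO without enzyme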
NS3 helicase inh – HCV NS3 helicase inhibition; AID 1800; NS3 helicase DNA unwinding, Cy5 molecular beacon fluorescence; inhibition, % at 10.9 µM; hit rate 0.56% among 290,000;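 active means inhibition above the mean of all tested compounds plus 3 SD, set per campaign, cut at about 35% in these data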;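 further: 0% = DMSO wells and 100% = thioflavine S control wells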
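test system = hepatitis C virus NS3 helicase domain fragment enzyme | reagent = annealed dual-labelled DNA beacon duplex, ATP-started | times = 1 h at 25 °C | detection = Cy5 fluorescence, 0 and 60 min reads | read-out basis = percent inhibition from t60/t0 fluorescence ratio | control set = DMSO and thioflavine S | replication = one well per compound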
PHOSPHO1 inh – inhibitors of human PHOSPHO1 phosphatase; recombinant PHOSPHO1, absorbance phosphatase assay; inhibition, % at 13.3 µM; hit rate 1.1% among 290,000; in the data active means inhibition above about 60%
IDE act – activators of human insulin-degrading enzyme in cells. hit rate 0.073% among 340,000. activation, % at 5.96 µM. P14735. AID 493087. HEK cells, FAbeta-B cleavage, fluorescence polarization; 0% vehicle, 100% cell-free pure enzyme wells;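 active means activation above the mean of all tested compounds plus 3 SD, set per screening campaign, cut at about 17% in these data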
Target sequence (P14735 whole entry, looked up): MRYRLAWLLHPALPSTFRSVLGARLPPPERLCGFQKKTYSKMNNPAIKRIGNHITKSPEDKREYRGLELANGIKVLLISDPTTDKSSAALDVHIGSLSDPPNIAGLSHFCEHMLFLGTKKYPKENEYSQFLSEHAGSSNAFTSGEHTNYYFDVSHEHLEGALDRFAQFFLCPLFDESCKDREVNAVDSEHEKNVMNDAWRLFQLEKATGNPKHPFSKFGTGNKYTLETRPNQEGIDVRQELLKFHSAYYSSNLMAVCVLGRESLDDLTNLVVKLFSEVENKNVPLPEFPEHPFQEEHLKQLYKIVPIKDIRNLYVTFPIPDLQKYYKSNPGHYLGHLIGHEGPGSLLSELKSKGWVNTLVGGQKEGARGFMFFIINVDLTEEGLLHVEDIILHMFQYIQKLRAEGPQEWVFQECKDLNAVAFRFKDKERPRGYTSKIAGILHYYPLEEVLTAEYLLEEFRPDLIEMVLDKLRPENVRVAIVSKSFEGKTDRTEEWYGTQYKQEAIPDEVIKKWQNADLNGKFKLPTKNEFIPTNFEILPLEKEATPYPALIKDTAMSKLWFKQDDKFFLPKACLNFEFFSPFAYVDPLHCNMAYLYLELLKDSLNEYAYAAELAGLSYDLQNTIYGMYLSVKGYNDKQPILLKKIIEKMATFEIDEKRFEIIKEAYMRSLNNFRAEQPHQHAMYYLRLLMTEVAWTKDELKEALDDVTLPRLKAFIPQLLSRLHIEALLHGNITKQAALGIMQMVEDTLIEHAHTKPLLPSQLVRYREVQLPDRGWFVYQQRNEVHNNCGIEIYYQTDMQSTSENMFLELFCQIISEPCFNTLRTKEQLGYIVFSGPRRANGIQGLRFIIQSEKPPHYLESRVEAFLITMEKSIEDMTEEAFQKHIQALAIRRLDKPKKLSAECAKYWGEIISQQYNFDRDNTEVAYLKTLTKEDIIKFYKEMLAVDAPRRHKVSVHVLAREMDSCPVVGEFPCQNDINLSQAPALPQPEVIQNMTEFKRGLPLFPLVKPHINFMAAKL
UBC9 SUMO inh – inhibitors of human SUMOylation (UBC9); AID 2006; HTRF SUMOylation assay, SAE1/SAE2 + UBC9, in vitro; hit rate 0.36% among 290,000; P63279; inhibition, % at 35 µM; in the data active means inhibition above about 50%, passing the limit was not always enough; further: strong numbers were not always called active
p-CIP stab down – p/CIP protein destabilization; F442A p/CIP-EGFP cells, EGFP fluorescence, 16 h; decrease of EGFP signal, % at 10 µM; hit rate 0.01% among 290,000;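 active means EGFP signal decrease of at least 30% at 10 µM or well 3 SD below plate mean, unless failing retest; inactive means the rest, including hits failing retest or dose response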; further: some compounds called inactive have numbers as strong as hits; many of its hits are not listed in these tables
DNA FID counter – displaces DNA intercalator in HCV helicase counter-screen; DNA fluorescent intercalator displacement, fluorescence; AID 1845; inhibition, % at 7.9 µM; hit rate 0.17% among 290,000; in the data active means inhibition above about 37%;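 further: 0% = vehicle and 100% = reference compound; higher means more ethidium bromide displaced from hairpin DNA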
MEKK3 PB1 HTS – raises or lowers MEK5 binding to the human MEKK3 PB1 domain; binding response (% of control), % at 10 µM; Q99759; hit rate 1.4% among 290,000; bead-based flow cytometry, Alexa488-MEK5 binding to MEKK3; actives lie on both sides; 0 = blocked by unlabeled MEK5, 100 = vehicle; AID 1529;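 active means binding response more than 3 SD above or below the average of its plate-row segment, actives on both sides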;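 further: Alexa488 bead fluorescence after subtracting the streptavidin-only scavenger bead signal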
IMP-1 inh – inhibitors of Pseudomonas aeruginosa IMP-1 metallo-beta-lactamase. purified IMP-1, nitrocefin hydrolysis, epi-absorbance fluorescence. inhibition, % at 5.6 µM. hit rate 0.45% among 290,000;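 active means inhibition above the mean plus 3 SD of all compounds in the same screening run, cut at about 4.5% in these data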;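 further: 0% = IMP-1 with DMSO and 100% = DMSO wells lacking enzyme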
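Material – recombinant IMP-1 enzyme, purified · Amount – IMP-1 0.2 nM before substrate addition · Medium – HEPES buffer pH 7.1 with ZnSO4 and Brij 35 · Timing – 25 °C, 15 min preincubation, 25 min reaction · Measured by – plate fluorescence quenching by hydrolysis product, ex 480/em 530 nm · Read-out – percent enzyme inhibition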
Active calls of the source: *; nt = no result given.

SMILES	VIM-2 inhibitor	NS3 helicase inh	PHOSPHO1 inh	IDE act	UBC9 SUMO inh	p-CIP stab down	DNA FID counter	MEKK3 PB1 HTS	IMP-1 inh
Cc1ccc(C)c(-c2cc(C(=O)NC3CC3)c3ccccc3n2)c1	-2.5	8	8	-2	9	-8	-16	95	-0.8
NS(=O)(=O)c1ccc(N/C=C\C(=O)c2ccncc2)cc1	-3.2	-1	32	8	12	4	1	97	-1.5
O=C(c1ccc(CS(=O)Cc2ccc(Cl)cc2)o1)N1CCN(c2ccc(F)cc2)CC1 (configuration not stated)	-4.3	-8	9	-6	-8	1	-57	103	-1.8
COC(=O)c1ccc(/C=C(\C#N)C(=O)NC(C)c2ccccc2)cc1 (configuration not stated)	-2.7	6	-12	3	12	-2	-1	101	-4.5
Oc1c(Cl)cc(Cl)cc1C=Nc1ccc2c(c1)OCCO2	-2.6	1	-1	5	32	-8	-4	94	-2.6
COc1ccc(-c2cc(C(F)(F)F)n3nc(C(=O)NCc4ccco4)cc3n2)cc1OC	8.7*	3	-6	4	16	4	-18	99	-0.6
CN(C)S(=O)(=O)Nc1ccc(NS(=O)(=O)N(C)C)c(S(=O)(=O)c2ccccc2)c1	-4.9	1	-16	2	19	-3	-4	100	-4.9
CCCCc1ccc(N2C(=NC(=O)C3CCCO3)SC3CS(=O)(=O)CC32)cc1 (configuration not stated)	-2.7	0	47	-2	nt	-3	-41	98	-1.0
COC(=O)c1sccc1NC(=O)CSCCc1ccncc1	-1.7	-1	-5	-2	-12	6	-14	116	-2.7
O=C(NNC(=O)c1cccc2ccccc12)c1ccc2c(c1)OCO2	-4.1	-2	-37	3	8	-4	-3	99	-4.0
CCCn1cnc2cc(NCc3cccc(OC)c3O)ccc21	-2.8	-6	-14	3	7	-5	2	101	-3.6
Cc1nc2cc(C)c(C)cc2s1	-4.0	3	-22	3	7	0	-2	103	-2.0
O=C(c1ccccc1)c1c[nH]c2ccccc12	-1.1	-8	16	-2	3	8	-5	98	-3.2
COc1ccccc1NC(=O)COC(=O)c1c[nH]c(=O)[nH]c1=O	-3.1	3	20	8	38	-19	-5	117	-2.3
COc1ccc(OC)c(CCNC(=O)Cn2nc(C)c3c(C)n(-c4ccccc4)nc3c2=O)c1	0.6	22	28	6	-9	8	-48	102	0.5
COc1ccccc1CN1CCC(CNS(=O)(=O)c2cc(-c3onc(C)c3C)ccc2OC)CC1	2.9	-62	40	3	-16	3	44*	100	-0.1
COc1cc(/C=C2/C(=N)N3C=CSC3=NC2=O)ccc1OCCCOc1c(C)cccc1C	-0.9	-2	46	1	28	-7	-26	101	-1.4
COc1cc(/C=N/NC(=O)c2csc3c2CCCC3)ccc1OCCN1CCOCC1	0.1	-63	37	-2	14	-16	-1	95	-1.9
O=C(C1=C[C@H](c2ccccc2)C[C@H](OCCCCO)O1)N1CCOCC1	-3.2	-2	16	-3	9	-4	-8	106	-1.1
CC12CCC(C(=O)NCc3ccco3)(OC1=O)C2(C)C (configuration not stated)	1.1	0	-27	5	23	-15	7	100	-1.1
COc1ccc(CCN2C(=S)N(c3ccccc3)C(=O)C2CC(=O)O)cc1OC (configuration not stated)	-1.2	-6	16	0	23	-12	-30	107	-1.3
O=S(=O)(c1cc(C(F)(F)F)ccc1Cl)N1CCCCCC1	-3.4	0	-8	-1	-6	-16	-14	98	-2.8
CC(C)(C)C(=O)Nc1nc2c(s1)CN(Cc1ccccc1)CC2	-2.5	1	44	3	8	-3	2	98	-1.5
CC(C)c1c(O)nc(SCC(=O)Nc2ccc3c(c2)CCC3)[nH]c1=O	-1.1	0	12	6	-3	-2	-5	99	-0.2
COc1ccc(NC(=O)C2Cc3ccccc3C(=O)O2)cc1 (configuration not stated)	nt	nt	18	3	7	-8	nt	94	nt

Part of the list above with just MEKK3 PB1 HTS and IMP-1 inh:
SMILES,MEKK3 PB1 HTS,IMP-1 inh
CCCCc1ccc(N2C(=NC(=O)C3CCCO3)SC3CS(=O)(=O)CC32)cc1 (configuration not stated),98,-1.0
O=C(C1=C[C@H](c2ccccc2)C[C@H](OCCCCO)O1)N1CCOCC1,106,-1.1
COc1ccc(CCN2C(=S)N(c3ccccc3)C(=O)C2CC(=O)O)cc1OC (configuration not stated),107,-1.3
COc1ccccc1CN1CCC(CNS(=O)(=O)c2cc(-c3onc(C)c3C)ccc2OC)CC1,100,-0.1

Quoted at random: 4 entries already listed.
SMILES	VIM-2 inhibitor	NS3 helicase inh	PHOSPHO1 inh	IDE act	UBC9 SUMO inh	p-CIP stab down	DNA FID counter	MEKK3 PB1 HTS	IMP-1 inh
O=S(=O)(c1cc(C(F)(F)F)ccc1Cl)N1CCCCCC1	-3.4	0	-8	-1	-6	-16	-14	98	-2.8
NS(=O)(=O)c1ccc(N/C=C\C(=O)c2ccncc2)cc1	-3.2	-1	32	8	12	4	1	97	-1.5
O=C(C1=C[C@H](c2ccccc2)C[C@H](OCCCCO)O1)N1CCOCC1	-3.2	-2	16	-3	9	-4	-8	106	-1.1
COc1ccc(OC)c(CCNC(=O)Cn2nc(C)c3c(C)n(-c4ccccc4)nc3c2=O)c1	0.6	22	28	6	-9	8	-48	102	0.5

(list continues)
SMILES	VIM-2 inhibitor	NS3 helicase inh	PHOSPHO1 inh	IDE act	UBC9 SUMO inh	p-CIP stab down	DNA FID counter	MEKK3 PB1 HTS	IMP-1 inh
O=C(Cc1ccccc1)NCC(=O)OCC(=O)c1ccc(F)cc1	-2.9	10	22	0	3	8	-11	103	-6.4
CCn1c(SCC(=O)N2CCCCCC2)nc2ccccc2c1=O	-2.2	-6	11	-1	-3	3	-33	103	-4.2
COc1cc(/C=C/C(=O)c2ccc3c(c2)OCCO3)cc(Br)c1OCC(=O)N(C)C	-2.1	-14	28	-12	-5	-26	-37	101	-1.2
CC(C)Oc1ccccc1/C=N/NC(=O)c1ccccc1Cl	-3.2	-3	0	4	12	2	-13	113	-3.2
CCc1c(C)c2ccc(OCC(=O)OC(C)C)c(C)c2oc1=O	-1.2	3	14	5	25	-18	-2	81	-3.7
O=C1C(=O)N(Cc2cccnc2)C(c2ccccn2)/C1=C(/O)c1ccccc1 (configuration not stated)	44*	-1	-8	3	7	-7	13	102	-0.1
COc1ccc(C(=O)On2c(-c3ccc(Br)cc3)nc3ccccc3c2=O)cc1	-1.3	12	-44	4	21	-2	-4	105	-3.8
Nc1ccc(SCc2cccnc2)cc1	-0.1	-4	9	5	-14	-7	0	93	-0.8
CCCCC(=O)Nc1ccc(NC(=O)C2CC2)cn1	0.5	-1	4	3	12	3	1	100	-2.8
CC(=O)Nc1ccc(NC(=S)NC(=O)C2CC2)cc1	-0.1	7	16	2	10	11	-2	105	-1.0
C=CC[n+]1c(C)csc1Nc1cccc(Br)c1	-3.0	5	-2	0	-10	-19	-1	104	-3.6
Cc1ccc(NC(=O)Cn2cc(C(=O)C3CC3)c3ccccc32)c(C)c1	-1.2	14	44	-2	-12	1	-5	97	-1.8
Cc1cc(N/N=C/c2ccccc2O)nc(N2CCOCC2)n1	0.0	-16	23	-5	17	-33	-10	98	-1.4
CCOC(=O)C1=C(C)N(C)C(=O)NC1c1ccc2c(c1)OCO2 (configuration not stated)	0.5	6	10	2	6	-1	-9	106	-4.5
Cc1cccc(C(=O)Nc2nnc(S(=O)(=O)N(C)Cc3ccco3)s2)c1	-0.8	9	18	3	nt	-13	-13	102	-2.3
Cc1cc(C)c2c(CN3CCOCC3)cc(=O)oc2c1C	1.1	-11	32	6	6	4	-19	97	-4.1
C[C@@H](O)C1NC(=O)[C@H](CCCCN)NC(=O)c2cc([N+](=O)[O-])cc(I)c2OCC[C@@H](C(N)=O)NC1=O (some centres not stated)	-1.1	-29	-4	5	1	6	4	102	-0.2
N#CC1=C(N)N(c2ccccc2)C(c2cccc([N+](=O)[O-])c2)C1(C#N)C#N (configuration not stated)	0.8	-11	2	4	-7	1	12	95	0.3
CC1CCC2C(=O)N(c3cccc(C(=O)Nc4ccc(F)cc4)c3)C(=O)C2C1 (configuration not stated)	0.1	-14	-151	1	-4	-2	-20	93	-0.9
COc1cc(C(=O)NC(=S)Nc2cccc3nc(C)ccc23)cc(OC)c1OC	0.1	-1	-12	-10	8	-9	-9	100	2.5
O=C(NCC(=O)N(c1ccc2c(c1)OCO2)C(C(=O)NC1CCCC1)c1cccs1)c1ccco1 (configuration not stated)	-0.9	-3	-6	7	6	-5	-1	103	-2.9
O=C(Nc1cccc2c1CCCC2)c1ccccc1F	1.0	20	39	-1	-7	-2	-7	98	0.4
Cc1ccccc1OCCCCn1cnc2ccccc21	-3.3	-9	8	-3	-4	0	-21	103	-5.6
Cc1ccc(S(=O)(=O)Nc2ccc(Nc3ccccc3)cc2)cc1	-0.9	-16	-42	-4	-5	-6	-5	100	-0.5
COc1ccccc1C(CC(=O)Nc1ccc(Cl)cc1)c1ccc(OC(C)C)cc1 (configuration not stated)	-0.4	0	6	5	-10	-4	-3	125	-1.4
Carrying on.
SMILES	VIM-2 inhibitor	NS3 helicase inh	PHOSPHO1 inh	IDE act	UBC9 SUMO inh	p-CIP stab down	DNA FID counter	MEKK3 PB1 HTS	IMP-1 inh
O=C(Cc1ccccc1)N1CCc2[nH]nc(-c3ccccc3)c2C1	-2.5	14	33	-7	-7	-5	-30	103	-5.2
Cc1ccc(C(=O)Nc2ccccc2C(=O)NCc2cccnc2)cc1	0.6	-5	-1	2	-2	-1	-16	102	-2.0
CCc1ccc(-c2nnn(CCC#N)n2)cc1	0.0	-10	2	4	-9	-18	0	103	-4.3
O=C(CN1C(=O)NC2(CCOc3ccccc32)C1=O)Nc1cccc(Cl)c1 (configuration not stated)	0.8	5	24	-2	39	-7	1	106	-0.8
O=C(N/C(=C\c1cccs1)C(=O)N1CCOCC1)c1cccs1	-0.1	-4	-5	5	10	1	0	100	-1.9
COc1ccc(N=c2sc3ccccc3n2C)cc1	-3.5	-6	2	-1	-3	8	-12	100	-2.9
O=C(OCc1ccccc1)C1=NNC2C(=O)N(c3ccccc3)C(=O)C12 (configuration not stated)	0.1	7	-7	-5	-2	5	-9	107	-3.7

This is a subset; the hit share may differ from the screen's.
